# TLR9-MyD88 block = inhibitors of human TLR9-MyD88 binding | Q9NR96+Q99836 | CHO BLA complementation TLR9-MyD88, CCF4 FRET ratio | inhibition, % at 4.98 µM | 340,000 compounds, 0.21% hits | AID 504734;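 active = inhibition above the mean over all tested compounds plus 3 SD, cut at about 21% in these data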;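 also: 0% = DMSO only wells and 100% = clavulanate BLA inhibitor control wells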
# SRC1 inh = inhibitors of human steroid receptor coactivator 1 (SRC1). Q15788. HEK293 GAL4-SRC1 luciferase reporter, luminescence. inhibition, % at 3.6 µM. 360,000 compounds, 0.12% hits;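 active = inhibition above the campaign mean plus 3 SD, with each screening campaign given its own cutoff, cut at about 60% in these data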;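 also: 0% = DMSO treated cells and 100% = gossypol at 36 µM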
# NCOA3 inh = inhibitors of human steroid receptor coactivator 3 (SRC3) | Q9Y6Q9 | HEK293 GAL4-SRC3 luciferase reporter, luminescence | inhibition, % at 3.6 µM | 360,000 compounds, 0.17% hits | AID 588352;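 active = inhibition above a per-campaign cutoff, the mean of all compounds plus 3 SD, cut at about 60% in these data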;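 also: 0% = DMSO-treated cells and 100% = gossypol-treated cells at 36 µM; higher means less SRC3-driven luciferase light from the GAL4 reporter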
# Granule exo inh = lytic granule exocytosis inhibition | 360,000 compounds, 0.66% hits | inhibition, % at 10 µM | TALL-104 LAMP-1 surface exposure, flow cytometry; cells stimulated with thapsigargin and PMA;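 active = inhibition above about 55%, limit read from the data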
# SRC2 inh = human SRC2 (NCOA2) inhibition; Q15596; HEK293 GAL4-SRC2 luciferase reporter, luminescence; inhibition, % at 9 µM; 370,000 compounds, 0.17% hits;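 active = inhibition above the mean inhibition of all tested compounds plus 3 SD, set per campaign, cut at about 52% in these data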;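 also: 0% = DMSO treated cells and 100% = cells given Gossypol at 36 µM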
# TROY NFkB inh = inhibitors of TROY-dependent NF-kB signaling; Q293 LMP1-TROYcd NF-kB luciferase reporter, 4 h; inhibition, % at 10 µM; 360,000 compounds, 0.98% hits;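 active = compounds whose plate-normalised and pattern-corrected inhibition of the luciferase reporter signal at the single screening dose is 50% or more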
# ABHD5 PLIN5 PPI = blocks binding of human ABHD5 to perilipin-5. Split G. princeps luciferase complementation, luminescence, 4 h. inhibition, % at 4 µM. 360,000 compounds, 0.78% hits. AID 602281;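 active = inhibition above the mean inhibition across every tested compound plus 3 SD, cut at about 22% in these data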;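 also: 0% = DMSO only wells and the 100% control is not disclosed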
# NR2F2 inh = NR2F2 (human) inhibition, primary screen; AID 686940; HEK293T NGFI-A luciferase reporter, luminescence; inhibition, % at 8.6 µM; 370,000 compounds, 0.7% hits; P24468;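 active = inhibition above a per-plate cutoff, mean inhibition of test wells between control levels plus 3 SD, cut at about 38% in these data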;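 also: cells cotransfected with COUP-TFII expression vector driving the NGFI-A reporter; 0% = median of COUP-TF2 test wells and 100% = reporter-only cells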
# LRH-1 inv ag = inverse agonists of human LRH-1 (NR5A2); HEK293T StAR-luciferase reporter, LRH-1 transfected, 24 h; inhibition, % at 3.6 µM; 360,000 compounds, 0.13% hits; AID 602396;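 active = inhibition above the mean inhibition of all tested compounds plus 3 SD, cut at about 73% in these data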;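 also: 0% = DMSO wells and 100% = reporter-only cells lacking LRH-1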
# TWEAK Fn14 block = inhibitors of TWEAK-Fn14 interaction signaling. TWEAK-stimulated Fn14 reporter cells, luciferase luminescence, 8 h. AID 1159606. 360,000 compounds, 2% hits. inhibition, % at 10 µM; in the data active = inhibition above about 50%
# NOD2 RIPK2 PPI = inhibitors of human NOD2-RIPK2 interaction | CHO BLA complementation NOD2-RIPK2, CCF4 ratio | inhibition, % at 4.98 µM | 360,000 compounds, 0.38% hits | AID 624267; in the data active = inhibition above about 21%;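 also: 0% = vehicle only and 100% = reference blocker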
# Starred values were filed as active, the others as inactive; · = not tested or not shown. A portion of the library, so the mix of outcomes need not match the whole.
SMILES,TLR9-MyD88 block,SRC1 inh,NCOA3 inh,Granule exo inh,SRC2 inh,TROY NFkB inh,ABHD5 PLIN5 PPI,NR2F2 inh,LRH-1 inv ag,TWEAK Fn14 block,NOD2 RIPK2 PPI
COc1ccc(-c2c(C#N)c(N)nc3sc(C(=O)c4ccccc4)c(N)c23)cc1,-35,-11,-11,0,-7,25,-1,0,-11,30,3
O=C(CSc1nnc(-c2ccccn2)n1-c1ccccc1)Nc1ccc2c(c1)OCO2,-1,-9,8,0,-20,8,-8,-8,2,-7,-9
CC(=O)NC(c1ccccc1)c1nc(-c2cncnc2)cs1 (stereo unspecified),·,-14,6,7,-6,-11,6,7,-3,-8,12
CC(=O)c1c(C)[nH]c(C(=O)N2CCN(c3cc(Cl)ccc3C)CC2)c1C,4,-2,17,3,-6,5,1,-10,5,22,4
Cc1cccc(C)c1NC(=O)C1(C)CCC(=O)N1CCc1c[nH]c2ccccc12 (stereo unspecified),·,-3,-4,-2,-33,8,-5,6,15,1,-14
CN(C)c1ccc(C(=O)OCC(=O)N2CCCCCC2)cc1,-4,-45,-26,-5,-44,-74,2,-33,-45,-12,5
CCC(C(=O)OC)n1cnc2c(oc3ccccc32)c1=O (stereo unspecified),5,0,9,-3,4,-39,-5,9,-10,-15,-6
CCOC(=O)C1=CCN(S(=O)(=O)c2ccc(F)cc2)C1c1cccc(F)c1 (stereo unspecified),·,16,17,-5,-2,19,5,-1,6,4,2
O=C(COC(=O)c1n[nH]c2ccccc12)Nc1ccc(S(=O)(=O)N2CCCC2)cc1,-2,-3,24,4,16,39,-6,46*,27,21,1
CCOc1ccc(NC(=O)C2CC(=O)N=C(N)S2)cc1 (stereo unspecified),-4,-12,6,4,14,15,-6,-3,-5,-3,-3
COc1ccc(C(=O)N2CCN(c3ccccc3)CC2)cc1S(=O)(=O)N1CCOCC1,0,-4,-18,-1,-1,-5,-2,-5,12,4,-12
O=C1CCc2cc(S(=O)(=O)Nc3ccccc3Cl)ccc2N1,-6,-1,-4,-17,21,-16,0,7,-12,-7,-5
CC(C)C(CC(=O)N1CCCCC1)C1CCOC(C)(C)C1 (stereo unspecified),-3,-2,5,-2,-63,3,2,-5,4,10,0
CC(C)(C)n1cnc(C(N)=O)c1N,-3,17,12,1,1,-9,-2,-5,-21,1,1
O=C(CNC(=O)c1ccccc1)NCC(=O)OCC(=O)c1ccccc1Cl,8,-3,-3,-4,-18,-14,-2,-9,-10,3,-2
O=C1/C(=C\c2ccc3c(c2)OCO3)CCC/C1=C/c1ccc2c(c1)OCO2,-5,-6,-7,-1,5,7,-2,8,-1,19,-12
COc1ccc(CCN=C(C)c2cc(C)c(C)cc2O)cc1OC,2,8,-8,16,2,17,0,7,-1,25,-3
CC1CCN(C(=O)c2[nH]cnc2C(=O)N2CCN(c3ccccc3)CC2)CC1,6,-12,-4,-4,-27,-4,-3,-7,-18,6,1
CCn1c(CNc2ccc(OC)cc2)nnc1SCC(=O)Nc1ccc(F)cc1,0,-2,10,1,4,-10,2,-11,5,-10,0
CCn1cc(S(=O)(=O)NCCc2ccc(F)cc2)cn1,3,-21,-4,-1,3,9,0,0,-12,5,-11
Cc1ccc(S(=O)(=O)N2CCCC(C(=O)Nc3ccc(C(=O)O)cc3)C2)cc1Cl (stereo unspecified),1,3,10,-2,5,-10,-8,2,-3,2,5
Cc1csc(NC(=O)c2ccc(S(=O)(=O)N3CCN(C)CC3)cc2)n1,6,6,-37,-12,-47,-55,6,2,-34,-49,-9
O=C(COc1ccc(S(=O)(=O)N2CCCCC2)cc1)N1CCCCCC1,8,-33,22,0,5,4,2,2,5,13,2
CC(=O)N(Cc1ccccc1)Cc1nc2sc(C)c(C)c2c(=O)[nH]1,-2,-4,0,1,-29,2,5,25,-9,12,-22
COC(=O)C1=C(C)N(CCc2ccccc2)C(=O)/C1=C\c1ccco1,1,1,15,-1,6,-5,14,2,-8,6,3
CCN1CCN(CCCN(Cc2ccco2)C(=S)Nc2cccc(Cl)c2C)CC1,0,13,23,2,-2,-5,4,-21,4,12,-3
CC1CC(=O)c2cnc(NCc3ccco3)nc2C1 (stereo unspecified),5,2,-14,-2,-20,-7,6,-17,4,1,4
O=C(CN1CCN(CC(=O)Nc2cccc(F)c2)CC1)Nc1ccc(-c2ccccc2)cc1,-2,-3,-23,3,28,-6,5,-19,-2,18,-7
CSc1cccc(CN2CCC(Oc3cccc(C(=O)N4CCCC4)c3)CC2)c1,6,-8,9,-3,19,6,10,5,2,0,-12
OC1CCCC1NCc1ccnc2cc(Cl)ccc12 (stereo unspecified),-2,-6,-8,-1,-27,8,0,12,6,-3,-5
CCOC(=O)Cc1csc(NC(=O)COc2ccc(N(C)S(=O)(=O)c3ccc(C)cc3)cc2)n1,4,12,11,9,5,40,1,2,-3,44,0
CCOC(=O)N1CCN(C(=O)CSc2nc(=O)n3cccc(C)c3n2)CC1,2,-20,-9,11,-42,6,12,-4,10,-2,-4
O=C(O)C1CC(=O)N(c2ccc(Br)cc2)C1 (stereo unspecified),-6,-2,4,6,-19,3,1,-1,5,2,0
CC1=C(C(=O)OCCNC(=O)c2cccnc2)C(c2cccc([N+](=O)[O-])c2)C(C(=O)OCCN(C)C)=C(C)N1 (stereo unspecified),-1,6,5,1,-1,20,6,6,-2,6,7
Cc1cc(C)n(C(=O)CNC(=O)c2cccc(F)c2)n1,-8,-13,17,-16,-6,-15,9,-5,3,16,-7
COc1cc(OC)cc(OC(=O)c2cccc(S(=O)(=O)N3CCN(C)CC3)c2)c1,-15,-8,-4,-5,0,-14,2,6,1,8,-4
COc1ccc(Cn2c(C)c(C)c(C#N)c2NC(=O)Nc2ccc(Cl)cc2)cc1,-1,0,-3,5,17,12,-18,7,13,14,2
Cc1ccc(C(=O)/C=C/c2ccco2)c(O)c1,2,-35,-39,-3,-37,-61,12,4,-10,-24,0
Cc1ccc(-c2c(C)nn3c(N4CCOCC4)cc(C)nc23)cc1,10,-21,-18,8,10,11,-9,-15,6,5,0
CCn1ncc(CN2CCN(Cc3ccc(OC)c(C)c3C)C(CCO)C2)c1C (stereo unspecified),0,-3,3,2,-34,-5,3,24,4,15,-9
CCOC(=O)C1=C(C)N=c2s/c(=C\c3ccc(C(=O)O)cc3)c(=O)n2C1c1ccc(F)cc1 (stereo unspecified),-2,1,2,0,-1,-28,3,-1,-15,9,-1
COc1ccc(CN2CC(=O)N3[C@H]4c5ccccc5OC[C@@H]4[C@H](c4ccccc4)[C@]3(C)C2=O)cc1,-9,-1,-7,9,12,9,5,3,-3,-1,2
C=CCC1(C#N)C(=S)NC(C)=C(C(=O)OCC)C1c1ccccc1 (stereo unspecified),·,15,15,-4,3,2,3,16,21,-10,-5
CCOC(=O)c1ccc(NC(=O)c2ccc(OC(C)C)c(OC)c2)cc1,-6,7,6,-1,-1,10,-6,-3,-22,-9,7
CCCN(CC(=O)Nc1ccccc1C)C(=O)C1CCN(c2ncnc3sc(C)c(C)c23)CC1,-7,-40,13,14,-10,18,-9,8,-11,20,-6
N#CCCn1cc(C=C(C#N)C#N)c(-c2ccc(Cl)cc2)n1,·,-7,14,0,14,-11,7,14,3,9,-7
CCOC(=O)C1C(=O)Nc2nc3ccccc3n2C1C(C)C (stereo unspecified),-10,-6,18,-3,16,-4,4,10,-5,0,-6
Cc1ccc(C=Nc2ccccc2C(=O)Nc2ccccc2)cc1,2,-27,6,-2,-17,-55,-1,-8,-10,-6,3
CCCCn1c(-c2cccc(F)c2)nc2c1c(=O)[nH]c(=O)n2CC(C)C,-3,13,7,9,-13,-3,-10,-9,1,-2,-7
COc1ccc(NC(=O)CSCc2ccccc2C)cc1,-2,-52,-40,-2,-43,-51,-10,-26,-49,-32,-4
COc1ccccc1C(=O)NCCCn1cc(Br)c(C)n1,-3,-14,23,-1,·,2,7,·,-11,4,-5

# Given with values under each structure: 13 of the compounds above.
# Below each SMILES: TLR9-MyD88 block | SRC1 inh | NCOA3 inh | Granule exo inh | SRC2 inh | TROY NFkB inh | ABHD5 PLIN5 PPI | NR2F2 inh | LRH-1 inv ag | TWEAK Fn14 block | NOD2 RIPK2 PPI
- Cc1ccc(-c2c(C)nn3c(N4CCOCC4)cc(C)nc23)cc1
 : 10 | -21 | -18 | 8 | 10 | 11 | -9 | -15 | 6 | 5 | 0
- CCn1ncc(CN2CCN(Cc3ccc(OC)c(C)c3C)C(CCO)C2)c1C (stereo unspecified)
 : 0 | -3 | 3 | 2 | -34 | -5 | 3 | 24 | 4 | 15 | -9
- CCOC(=O)C1=C(C)N=c2s/c(=C\c3ccc(C(=O)O)cc3)c(=O)n2C1c1ccc(F)cc1 (stereo unspecified)
 : -2 | 1 | 2 | 0 | -1 | -28 | 3 | -1 | -15 | 9 | -1
- COc1ccc(CN2CC(=O)N3[C@H]4c5ccccc5OC[C@@H]4[C@H](c4ccccc4)[C@]3(C)C2=O)cc1
 : -9 | -1 | -7 | 9 | 12 | 9 | 5 | 3 | -3 | -1 | 2
- C=CCC1(C#N)C(=S)NC(C)=C(C(=O)OCC)C1c1ccccc1 (stereo unspecified)
 : · | 15 | 15 | -4 | 3 | 2 | 3 | 16 | 21 | -10 | -5
- CCOC(=O)c1ccc(NC(=O)c2ccc(OC(C)C)c(OC)c2)cc1
 : -6 | 7 | 6 | -1 | -1 | 10 | -6 | -3 | -22 | -9 | 7
- CCCN(CC(=O)Nc1ccccc1C)C(=O)C1CCN(c2ncnc3sc(C)c(C)c23)CC1
 : -7 | -40 | 13 | 14 | -10 | 18 | -9 | 8 | -11 | 20 | -6
- N#CCCn1cc(C=C(C#N)C#N)c(-c2ccc(Cl)cc2)n1
 : · | -7 | 14 | 0 | 14 | -11 | 7 | 14 | 3 | 9 | -7
- CCOC(=O)C1C(=O)Nc2nc3ccccc3n2C1C(C)C (stereo unspecified)
 : -10 | -6 | 18 | -3 | 16 | -4 | 4 | 10 | -5 | 0 | -6
- Cc1ccc(C=Nc2ccccc2C(=O)Nc2ccccc2)cc1
 : 2 | -27 | 6 | -2 | -17 | -55 | -1 | -8 | -10 | -6 | 3
- CCCCn1c(-c2cccc(F)c2)nc2c1c(=O)[nH]c(=O)n2CC(C)C
 : -3 | 13 | 7 | 9 | -13 | -3 | -10 | -9 | 1 | -2 | -7
- COc1ccc(NC(=O)CSCc2ccccc2C)cc1
 : -2 | -52 | -40 | -2 | -43 | -51 | -10 | -26 | -49 | -32 | -4
- COc1ccccc1C(=O)NCCCn1cc(Br)c(C)n1
 : -3 | -14 | 23 | -1 | · | 2 | 7 | · | -11 | 4 | -5

# High-throughput results: PubChem, several laboratories
